Compound activity as filed in PubChem BioAssay.
Ba/F3 V617F tox – loss of viability in JAK2V617F-driven Ba/F3 cells | Ba/F3 EpoR-JAK2V617F viability, ATP luminescence | inhibition, % at 5.6 µM | 1.1% of 220,000 active | AID 1446;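 active means inhibition above the campaign mean plus 3 SD over all tested compounds, cut at about 24% in these data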;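 further: cytokine-independent growth of Ba/F3 cells driven by EpoR plus mutant JAK2; 0% = DMSO-treated cells and 100% = JAK inhibitor I control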
RBBP9 inh – blocks human serine hydrolase RBBP9; O75884; AID 1515; 0.2% of 220,000 active; inhibition, % at 7.94 µM; recombinant RBBP9, FP-Rh probe fluorescence polarization;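 active means inhibition above the campaign mean of all tested compounds plus 3 SD, cut at about 14% in these data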;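 further: plate controls were DMSO wells with RBBP9 for no effect and wells lacking RBBP9 protein for full effect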
Target sequence (O75884 whole entry, looked up): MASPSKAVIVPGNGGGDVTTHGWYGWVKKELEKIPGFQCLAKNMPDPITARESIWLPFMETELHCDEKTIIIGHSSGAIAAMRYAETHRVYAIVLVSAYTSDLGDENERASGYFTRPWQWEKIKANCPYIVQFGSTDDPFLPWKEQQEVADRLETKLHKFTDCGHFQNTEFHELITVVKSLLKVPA
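Material: RBBP9 protein. Amount: RBBP9 at 2.5 µM in dispensed solution, before mixing. Schedule: 30 min then 45 min, 25 °C. Medium: Tris buffer pH 8.0, NaCl, Pluronic. Measured by: fluorescence polarization. Measure: percent inhibition from mP, scaled between DMSO and no-protein wells. Replication: one well per compound.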
Furin inh – inhibitors of human furin. P09958. purified furin, fluorogenic substrate cleavage. inhibition, % at 30 µM. 0.061% of 220,000 active. AID 463115; in the data active means inhibition above about 25%; further: inactives centre near -15
Tb hexokinase – blocks Trypanosoma brucei hexokinase 1 activity; inhibition, % at 10 µM; recombinant TbHK1, G6PDH-coupled NADH A340; AID 1430; 0.11% of 220,000 active;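 active means inhibition of 50% or more in the single-dose primary screen; inactive means inhibition below 50%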
PPC-1+TRAIL kill – compounds killing PPC-1 cancer cells with TRAIL present (potentiator screen, no TRAIL-free arm); PPC-1 cells + TRAIL, ATPLite viability luminescence; cell killing (% activity), % at 4 µM; 0.41% of 220,000 active;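 active means cell killing above 50% in the first pass at 4 µM, then a duplicate retest at 5 µM averaging 50% or more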;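 further: plate controls were cells with TRAIL plus DMSO for no effect and medium-only wells lacking cells for full effect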
NCF1 inh – p47phox (human) inhibition; P14598; p47phox/p22phox peptide binding, fluorescence polarization, 2 h; inhibition, % at 24.7 µM; 0.53% of 220,000 active; AID 1274;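 active means inhibition above about 30%, limit read from the data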;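 further: 0% = p47phox with labelled peptide and 100% = labelled peptide alone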
Target sequence (P14598 whole entry, looked up): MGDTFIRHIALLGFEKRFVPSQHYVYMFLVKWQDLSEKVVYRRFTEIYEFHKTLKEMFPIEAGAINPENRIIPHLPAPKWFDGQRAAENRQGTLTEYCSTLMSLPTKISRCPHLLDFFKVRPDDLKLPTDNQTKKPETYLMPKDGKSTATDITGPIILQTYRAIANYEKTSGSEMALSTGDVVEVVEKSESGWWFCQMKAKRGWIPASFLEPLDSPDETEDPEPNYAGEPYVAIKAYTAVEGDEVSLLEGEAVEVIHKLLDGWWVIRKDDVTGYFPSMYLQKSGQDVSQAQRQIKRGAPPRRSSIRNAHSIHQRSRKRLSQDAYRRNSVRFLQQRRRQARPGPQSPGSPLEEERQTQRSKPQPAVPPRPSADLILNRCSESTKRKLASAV
p97 inhibitor – inhibitors of human p97 ATPase | inhibition, % at 8 µM | 0.42% of 220,000 active | recombinant p97 ATPase, Kinase-Glo ATP luminescence, 3 h | AID 1481; in the data active means inhibition above about 15%;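 further: 0% = DMSO vehicle and 100% = wells lacking enzyme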
BaF3 parental – reduces parental Ba/F3 cell viability, JAK2V617F counter-screen | CellTiter-Glo ATP luminescence | inhibition, % at 5.6 µM | 1.1% of 220,000 active;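 active means inhibition above a per-campaign cutoff, the mean inhibition of all tested compounds plus 3 SD, cut at about 27% in these data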;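 further: 0% = DMSO wells and 100% = JAK Inhibitor I control wells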
EP2 antag – inhibitors of human EP2 prostaglandin E2 receptor | C6 glioma cells expressing human EP2, cAMP TR-FRET; cells stimulated with saturating PGE2 | 0.52% of 260,000 active | AID 1422 | inhibition, % at 25 µM | P43116;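 active means percent inhibition above 40 after rounding to a whole number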;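 further: rat C6 glioma host cells with rolipram phosphodiesterase inhibitor present; the protocol text gives 20 µM as final concentration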
Target sequence (P43116 whole entry, looked up): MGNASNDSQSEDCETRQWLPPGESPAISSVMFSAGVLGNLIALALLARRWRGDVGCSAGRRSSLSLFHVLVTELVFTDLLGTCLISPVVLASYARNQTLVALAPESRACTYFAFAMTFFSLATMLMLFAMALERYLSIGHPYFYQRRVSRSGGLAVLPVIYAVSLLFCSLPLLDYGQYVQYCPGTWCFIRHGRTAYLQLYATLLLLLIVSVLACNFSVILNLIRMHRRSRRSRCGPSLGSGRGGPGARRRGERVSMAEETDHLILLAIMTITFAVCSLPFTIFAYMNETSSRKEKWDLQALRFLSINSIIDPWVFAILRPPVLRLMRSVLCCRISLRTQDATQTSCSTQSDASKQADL
Numbers without * were called inactive; . = not tested or not shown; [ ] = remark or other dose. The list is partial; count on the stated rates, not on these rows.

Compound	BaF3 parental	RBBP9 inh	EP2 antag	p97 inhibitor	Furin inh	PPC-1+TRAIL kill	Ba/F3 V617F tox	Tb hexokinase	NCF1 inh
CCN(CC)S(=O)(=O)c1ccc2c(c1)N(CC(=O)NCc1ccco1)C(=O)CO2	2	-3	6	3	-6	4	-3	-8	-13
CCOP(=O)(OCC)c1nc(-c2cccc3ccccc23)oc1NCc1ccccc1	0	2	2	-1	-17[20 µM]	-3	-3	-1	-16
COC(=O)Cn1ccc(-c2ccc(Cl)cc2)c(C#N)c1=O	5	-8	13	3	-27	13	1	-7	7
Nc1ccc(N2CCCCC2)cc1N1CCCCC1	5	0	.	0	-24	1	2	25	16
O=C(COc1ccc(Br)cc1)N1CCCCCC1	-2	-5	8	2	-34	15	-6	-4	.
CCN(CC)C(=O)CCc1nnc(CCc2c[nH]c3ccccc23)o1	6	-3	6	8	-26	11	-2	-2	4
O=C(O)c1cccc(S(=O)(=O)N(Cc2ccccc2)c2ccccc2)c1	1	-8	14	-5	-20	32	4	0	-3
Cc1ccc(Sc2ncnc3onc(C)c23)cc1	-4	1	7	1	-17[20 µM]	9	4	-7	-2
CCSC1=C(C#N)C(c2ccc(C)s2)CC(=O)N1 (stereo unspecified)	0	-2	3	4	-33	0	-2	-4	.
COc1ccc(CNCCC(c2ccc(F)cc2)c2ccc(OC)cc2)cc1 (stereo unspecified)	2	-4	8	6	-11	23	0	23	-13
COc1ccc([N+](=O)[O-])cc1NC(=O)C(C)OC(=O)c1cccnc1 (stereo unspecified)	2	-1	6	-5	-11	-9	2	-5	-4
Cc1ccccc1NC(c1cccc(Cl)c1)c1nnnn1C1CCCCC1 (stereo unspecified)	5	-8	7	4	-6	2	-3	25	-6
CCOc1ccc(N2C(=O)CC(NCCc3c[nH]c4ccccc34)C2=O)cc1 (stereo unspecified)	0	-4	7	5	-20	-6	-2	2	10
O=C(CN1CCN(Cc2ccccc2)CC1)Nc1cccc(C(F)(F)F)c1	5	-3	5	-10	-4[20 µM]	-2	-1	-9	-13
CC(OC(=O)c1ccco1)C(=O)Nc1ccc(Cl)cn1 (stereo unspecified)	-1	1	4	3	-28	30	-1	0	-8
COc1ccc2nc(N3C(=O)CC(Cc4ccc(Cl)cc4)C3=O)sc2c1 (stereo unspecified)	5	-6	-1	0	-20	22	-1	-2	-19
Cc1nn(C)cc1/C=N/NC(=O)Cn1nccc1C	4	8	10	4	-17	16	-2	-4	14
Nc1ccc2nc(-c3ccccn3)[nH]c2c1	8	6	20	-12	-9[20 µM]	20	0	-32	17
Nc1nnc(SCC(=O)Nc2ccccc2N2CCOCC2)s1	4	-10	.	-1	-11[20 µM]	-4	1	3	10
O=C(NCc1ccccc1)c1ccc(F)c(S(=O)(=O)N2CCOCC2)c1	4	-13	12	3	-32	-4	2	2	8
Cc1ccc(-c2c(C)n([O-])c3c([n+]2=O)CCC3)cc1	1	-7	4	1	-15	13	-1	1	-9
O=C(c1ccc(COc2ccccc2Br)o1)N1N=C(C(F)F)CC1(O)C(F)F (stereo unspecified)	8	-2	5	-7	-8	3	6	2	1
Cc1ccsc1C1C(C#N)=C(N)OC2=C1C(=O)CC(C)(C)C2 (stereo unspecified)	7	-7	2	-4	-6	13	2	10	-3
CC(C)CCn1c(COc2ccccc2)n[nH]c1=S	6	-7	6	1	-19	-11	-1	4	-4

A draw from above in order of length of the SMILES, lowest first:
Compound	BaF3 parental	RBBP9 inh	EP2 antag	p97 inhibitor	Furin inh	PPC-1+TRAIL kill	Ba/F3 V617F tox	Tb hexokinase	NCF1 inh
Nc1ccc2nc(-c3ccccn3)[nH]c2c1	8	6	20	-12	-9[20 µM]	20	0	-32	17
Cc1nn(C)cc1/C=N/NC(=O)Cn1nccc1C	4	8	10	4	-17	16	-2	-4	14
Nc1nnc(SCC(=O)Nc2ccccc2N2CCOCC2)s1	4	-10	.	-1	-11[20 µM]	-4	1	3	10

Structures listed so far that contain an aryl thioether with sulfur outside any ring:
Compound	BaF3 parental	RBBP9 inh	EP2 antag	p97 inhibitor	Furin inh	PPC-1+TRAIL kill	Ba/F3 V617F tox	Tb hexokinase	NCF1 inh
Cc1ccc(Sc2ncnc3onc(C)c23)cc1	-4	1	7	1	-17[20 µM]	9	4	-7	-2
Nc1nnc(SCC(=O)Nc2ccccc2N2CCOCC2)s1	4	-10	.	-1	-11[20 µM]	-4	1	3	10

Later entries:
Compound	BaF3 parental	RBBP9 inh	EP2 antag	p97 inhibitor	Furin inh	PPC-1+TRAIL kill	Ba/F3 V617F tox	Tb hexokinase	NCF1 inh
NC(=O)COC(=O)CCSc1ccc(Cl)cc1	15	-10	5	1	-19	13	2	5	2
COCCNC(=O)COc1ccc(Br)cc1Cl	2	-10	16	-7	-14[20 µM]	23	0	-7	4
Cc1nc(S/C(=C/c2ccc(-c3cc(Cl)ccc3C)o2)C(=O)O)n[nH]1	3	6	14	7	-6	0	0	-15	-7
Cc1ccc(S(=O)(=O)CCC(=O)Nc2nccs2)cc1	2	1	5	2	-15[20 µM]	26	-1	0	-11
c1cc2c(cc1CN1CCOCC1)OCO2	0	3	6	0	-16[20 µM]	-9	-4	12	-4
Cc1ccc(NC(=S)NCc2ccc(S(N)(=O)=O)cc2)cc1Cl	1	-2	2	3	-2	16	-3	0	-4
O=C(COC(=O)c1ccco1)Nc1ccccc1	3	-6	10	-4	-5	15	3	5	15
CCCCOc1ccc(C(=O)N/C(=C\c2cccc([N+](=O)[O-])c2)C(=O)OCc2ccco2)cc1	2	-3	6	6	-25	-5	-3	14	-14
COc1ccc(-c2cc(=O)c3ccccc3s2)cc1	1	-5	18	1	-14	41	-2	-12	-8
COc1ccc(C2C(C(=O)c3ccccc3)=C(C)Nc3nc4ccccc4n32)cc1OC (stereo unspecified)	3	-6	.	5	-17	6	-2	-7	34*
COc1ccc(NC2=C(C(C)=O)C(c3ccc4c(c3)OCO4)C(C(C)=O)C(C)(O)C2)cc1 (stereo unspecified)	-2	5	6	2	-23	34	-4	-40	-5
CCn1c2ccccc2c2cc(NC(=O)c3ccc(C)c([N+](=O)[O-])c3)ccc21	0	-6	15	3	-11	33	-2	-1	-3
Cc1onc(-c2c(Cl)cccc2Cl)c1C(=O)Nn1cnnc1	8	-2	7	-5	-12	11	6	8	-5
NC(=O)NOCc1ncc(C(F)(F)F)cc1Cl	7	-2	5	-2	-20[20 µM]	0	4	-6	-6
CCC(=O)Nc1c(C(=O)Nc2ccc3c(c2)OCCO3)oc2ccccc12	9	5	10	-1	-5	23	2	-7	-7
Cc1cc(NC(=O)Nc2cccc([N+](=O)[O-])c2)no1	90*	-1	12	3	-16	17	0	-3	-2
Cc1ccc(-n2nnnc2SCC(=O)Nc2ccccc2-c2ccccc2)cc1C	5	-3	9	-1	-11	-2	-4	3	-16
CCCCn1cc(C(C)(C)C)c(C#N)c1NC(C)=O	7	-5	9	-5	-23	8	-2	-6	-17
Cc1cc(C(=O)NC(C)c2ccccc2)c2cc(F)ccc2n1 (stereo unspecified)	6	4	8	3	-31	11	0	-1	-18
Cc1c(C(=O)N2CCC(C(N)=O)CC2)sc(N)c1C#N	-1	1	13	1	-18	-10	-2	0	-10
C=C(C)C1CCC(C)=C1CC(C)(C)/C=N\n1cnnc1 (stereo unspecified)	6	0	15	2	3	32	-1	-1	1
c1ccc(-c2nc3ccccc3[nH]2)nc1	2	-2	6	-5	-24	23	3	-3	-1
N#Cc1cn(CC(=O)N2CCCc3ccccc32)c2ccccc12	1	-10	13	-1	-7[20 µM]	10	-3	2	-19
CN1CCC(NC(=O)Nc2cccc(C(F)(F)F)c2)CC1	5	-3	3	5	-27	2	-3	-6	-6
CC(Oc1ccccc1)C(=O)Nc1oc(-c2ccco2)c(-c2ccco2)c1C#N (stereo unspecified)	3	4	8	3	-7	10	-1	20	-64
Cc1ccc(S(=O)(=O)Cc2cc(-c3ccc(Cl)cc3)no2)cc1	-1	-9	9	-2	-23	32	-2	10	-2
C=CCn1cc(C(=O)N2CCc3ccccc3C2)c(=O)c2cc(S(=O)(=O)N(CC)CC)ccc21	4	-3	4	1	-12	12	-2	-12	-7
CC(C)(C)C(=O)Cn1ncc(Br)c(Br)c1=O	-5	-2	12	5	-18	6	5	6	0
CC(NS(=O)(=O)c1ccc(CCC(=O)NCc2cccnc2)cc1)c1ccccc1 (stereo unspecified)	5	1	4	-3	-17[20 µM]	6	1	-4	1
CCC(=O)NCc1cc(-c2nn(C)c(=O)c3ccccc23)ccc1OC	1	-8	5	12	-15	.	4	13	-7
Cc1cc(-c2ccccc2)n(-c2ccc(C(=O)NC(C)C)cc2)n1	8	-3	8	1	-3[20 µM]	25	3	-2	-7
Cc1cc(C)c2nc(NC(=O)C3CC(=O)N(Cc4ccco4)C3)sc2c1 (stereo unspecified)	6	-12	5	-2	-14	-3	0	-3	-8
O=C(/C=C/c1ccc(Cl)cc1Cl)Nc1ccncc1	2	-4	13	1	-13	11	0	1	-12
Cc1ccc(NC(=O)C2(NC(=O)c3ccccn3)CCCCC2)cc1Br	5	-11	5	-6	1	32	4	26	-8
Cc1ccc(/C=C/C(=O)Nc2nnc(C)s2)o1	-1	-2	5	4	10	6	-5	-22	-12
COc1cc2nc(SCC(=O)NCc3ccco3)n(Cc3ccc(Cl)cc3)c(=O)c2cc1OC	0	-6	8	3	-17[20 µM]	-5	0	-6	17
COc1ccc(NC(=O)C2CCC(C(C)(C)C)CC2)cc1S(=O)(=O)N1CCCCC1 (stereo unspecified)	7	-9	3	-1	-20	14	2	17	-11
N#Cc1c(-c2ccccc2)nc(-c2ccccc2)[nH]c1=O	7	-4	22	-4	0[20 µM]	27	6	0	7
CCOC(=O)N1CCN(CC(O)COC(CC)c2ccccc2)CC1 (stereo unspecified)	1	-6	9	-1	-21	-19	-1	-10	-9
S=c1[nH]nc(Cn2cnc3ccccc32)n1-c1ccccc1	6	-8	6	2	-24	34	-2	2	11
Cc1cc(NC(=O)CSc2ncnc3c2cnn3-c2ccccc2)no1	11	8	5	-1	-23	12	5	-8	-9
CCc1ccc(NC(=O)N(C2CCCCC2)C(C)c2cccnc2)cc1 (stereo unspecified)	-2	7	8	3	-16[20 µM]	-15	-4	0	-7
C=CCn1c(C2CC(=O)N(c3ccc(C)cc3)C2)nc2ccccc21 (stereo unspecified)	6	-2	5	4	-34	-6	-2	8	1
O=C(CN1CCCCC1)N/N=C/c1ccccc1OCc1ccccc1	1	3	19	1	-29	22	-3	-2	-10
OCC#CCSc1nnc(-c2ccc(Br)cc2)o1	2	-3	7	-1	-27	11	0	-4	-3
COc1ccc(-n2c3c(cc(C(=O)Nc4cccc(C)n4)c2=O)C(=O)CC(C)(C)C3)cc1	6	-11	25	-1	-26	-12	-1	-7	5
Cc1ccc(NC(=O)c2nnn(CC(=O)Nc3ccccc3)c2N)cc1C	5	-1	7	2	0	14	-2	13	-5
Cc1cc(C)c(C#N)c(SCc2ccccc2[N+](=O)[O-])n1	4	-1	5	4	-12	18	0	7	-5
COc1cccc(-c2nn(-c3ccccc3)cc2CN(C)C(C)c2ccncn2)c1 (stereo unspecified)	7	-5	1	-9	-10	10	2	-7	-13
O=C(Nc1ccn([C@H]2CC[C@@H](CO)O2)c(=O)n1)c1ccccc1	-4	-3	10	8	-18	0	-1	-8	-9
Cc1ccc(Sc2cnn(-c3ccccc3)c(=O)c2Cl)cc1	-1	-3	21	-2	-14[20 µM]	8	-1	-8	-10
